RSV antiviral HEp-2: inhibition of RSV-induced cytopathic effect – HEp-2 cells, primary 10 µM value included (AID 2391). HEp-2 cells, RSV-induced CPE inhibition; higher % means a stronger effect. CPE inhibition, % at 10 µM, or IC50 in µM where a hit was titrated. hit rate 0.13% among 310,000; in the data active = a potency from the dose series; inconclusive = CPE inhibition mostly from about 23% at the one dose, without a potency; inactive = the rest, 99 in 100 with CPE inhibition below about 21%; note: strong numbers were not always called active
NS5 inhibitors: Dengue-2 NS5 methyltransferase inhibitors, primary screen, biochemical, confirmation dose response (AID 588689) | Dengue-2 NS5 methyltransferase capping enzyme assay, biochemical; higher % means a stronger effect | inhibition, % at 25 µM; hits with a dose series show IC50 in µM | hit rate 0.3% among 340,000; in the data active = a potency from the dose series; inconclusive = inhibition above about 29% without an active follow-up result
GPR35 arrestin U2OS: GPR35 antagonists blocking zaprinast-driven arrestin recruitment, primary screen, imaging, U2OS, beta-arrestin-GFP, zaprinast agonist (AID 2058); U2OS GPR35 beta-arrestin-GFP translocation imaging, zaprinast antagonism; higher % means a stronger effect; one-dose inhibition, % at 10 µM; IC50 in µM for titrated hits; hit rate 0.052% among 290,000;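 active = inhibition of at least 50% with at least 30 cells and total cytoplasm GFP at most 10,000,000; inconclusive = under 30 cells or total GFP of 10,000,000 plus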
WT yeast gro inh: growth inhibition of WT yeast, mitochondrial fusion screen | AID 1362 | mitochondrial fusion phenotypic screen, WT strain | inhibition, % at 10 µM | hit rate 2.1% among 190,000; in the data active = inhibition above about 58%; tested in S. cerevisiae
Autophagy HCS: alters autophagy in cells; calls only at 10 µM (by protocol); AID 463193; hit rate 0.98% among 190,000; MEF GFP-LC3 puncta imaging; test concentration mostly 10 µM;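 active = percentage of spot-positive cells more than 3 SD above its plate mean, without a fluorescence outlier flag or 80% toxicity; inconclusive = no clear call, values can overlap the other calls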;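 note: spot-positive cell cutoff set from DMSO-treated cells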
K1F lysis inhibition: protection from phage-mediated lysis, alamar blue read-out – E. coli UTI89, K1F phage, bacterial capsule biogenesis inhibitors (AID 488966); inhibition, % at 100 µM, or IC50 in µM where a hit was titrated; E. coli UTI89 K1F phage lysis, alamar blue, 2 h; higher % means a stronger effect; hit rate 0.02% among 340,000;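 active = phage lysis inhibition, versus mean bacterial control, above a set limit; inconclusive = no clear call, values can overlap the other calls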;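 note: capsule biogenesis inhibitors block K1F phage lysis so surviving cells raise fluorescence; higher fluorescence means more inhibition of phage lysis; actives were called in the ten point dose series up to 300 µM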
LYP phosphatase: inhibitors of LYP phosphatase, biochemical, fluorescence intensity, uHTS (AID 1779); one-dose inhibition, % at 11.5 µM; IC50 in µM for titrated hits; hit rate 0.054% among 290,000; recombinant LYP phosphatase, fluorescence intensity; higher % means a stronger effect; in the data active = inhibition above about 50%;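 note: plate controls were vehicle with enzyme for no effect and no enzyme for full effect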
AID2073: disruptors of CaV2.2 binding to Mint1 – biochemical, HTRF (AID 2073) | HTRF protein-protein interaction, Mint1-CaV2.2; higher % means a stronger effect | inhibition, % at 20 µM, or IC50 in µM where a hit was titrated | hit rate 0.19% among 290,000; in the data active = inhibition mostly above about 51%, no sharp cut-off; inconclusive = no clear call, values can overlap the other calls; inactive = mostly below about 53%; note: some results filed as inactive read as strong as hits
NTR1 ag: NTR1-driven beta-arrestin-GFP spot formation – imaging, U2OS cells, high content, primary screen (AID 493036); activation, % at 20 µM; agonist mode; P30989; hit rate 0.17% among 330,000;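 active = activation at or above 40% of the spot to cytoplasm intensity ratio, with at least 20 cells analyzed; inconclusive = wells under 20 cells, flagged as cytotoxic or low count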;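 note: 0% = DMSO without peptide and 100% = 100 nM NTR1 peptide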
Target sequence (P30989 whole entry, looked up): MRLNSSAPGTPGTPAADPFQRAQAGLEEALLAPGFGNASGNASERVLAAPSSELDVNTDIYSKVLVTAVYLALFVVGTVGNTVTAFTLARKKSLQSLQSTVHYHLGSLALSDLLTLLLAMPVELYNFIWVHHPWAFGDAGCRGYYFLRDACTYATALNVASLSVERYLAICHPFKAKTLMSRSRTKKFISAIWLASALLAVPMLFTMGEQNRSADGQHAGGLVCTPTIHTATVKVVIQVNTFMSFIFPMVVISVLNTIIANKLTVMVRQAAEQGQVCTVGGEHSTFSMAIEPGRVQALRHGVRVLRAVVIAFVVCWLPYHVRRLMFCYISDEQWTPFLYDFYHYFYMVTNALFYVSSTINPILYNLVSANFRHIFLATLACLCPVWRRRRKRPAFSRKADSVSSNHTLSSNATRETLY
WT yeast gro inh mutant strain: second read-out of WT yeast gro inh, no call of its own (marks repeat the call); inhibition, %; mitochondrial fusion phenotypic screen, mutant strain inhibition
Autophagy HCS cell loss 18 h: also measured in Autophagy HCS; calls as there; toxicity, %; measured here: cell loss, nuclei count;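 cell loss after 18 h compound exposure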
NTR1 ag cell count 20 µM: also measured in NTR1 ag; calls as there; cell count; measured here: cell count, cytotoxicity flag
NS5 inhibitors pilot replicate: recorded beside NS5 inhibitors, whose call it bears; inhibition, %; measured here: pilot screen replicate inhibition
Active calls of the source: *; i = inactive; ? = inconclusive; / = not tested or not shown; + = active, no number; [ ] = remark or other dose.

SMILES | RSV antiviral HEp-2 | NS5 inhibitors | GPR35 arrestin U2OS | WT yeast gro inh | WT yeast gro inh mutant strain | Autophagy HCS | Autophagy HCS cell loss 18 h | K1F lysis inhibition | LYP phosphatase | AID2073 | NTR1 ag | NTR1 ag cell count 20 µM | others
CC(=O)NNc1cc(C)nc(NS(=O)(=O)c2ccc(C)cc2)n1 | 1.4% | 1% | 4% | / | / | / | / | 0.2% | -11% | 10% | 0.5 | 67 | NS5 inhibitors pilot replicate=-4.9
Cc1cc(C)n(CC(=O)N/N=C/c2cc([N+](=O)[O-])ccc2O)n1 | 1.1% | -7% | 7% | -27 | -11 | i | 3 | -10% | -3% | 3% | -0.4 | 53
Cc1cc(C)cc(NC(=O)CCOc2ccccc2)c1 | 0.6% | -3% | 9% | / | / | / | / | -0.1% | -4% | 17% | 0.6 | 90
NC(=O)CN1C(=O)C2C3C=CC(C3)C2C1=O (centres undefined) | 2.5% | -1% | -10% | 8 | 19 | i | 32 | 0.3% | -1% | -4% | -0.9 | 76
Nc1ccccc1-c1nc2ccccc2[nH]c1=O | -0.2% | 5% | 32% | / | / | / | / | 0.6%[50 µM] | -8% | 11% | -0.7 | 98
CSc1cccc(NC(=O)CC(C)n2ccnc2)c1 (centres undefined) | 0.4% | -3% | 0% | / | / | / | / | 0.1% | -6% | -4% | 1.4 | 94
COc1cc(-c2nc(S(=O)(=O)c3ccc(Cl)cc3)c(N(C)C)o2)cc(OC)c1OC | 1.9% | 5% | -4% | -17 | -3 | i | -7 | -0.2% | -8% | 9% | 1.3 | 64
CCCCOc1ccc(-c2nnn(CC(=O)c3c[nH]c4ccccc34)n2)cc1 | 2.7% | 5% | 3% | 3 | 25 | i | 5 | 0.4% | -8% | 31% | -1.2 | 95
COc1cc(C(CCN2CCCC2)c2c(OC)cc(OC)c3ccc(=O)oc23)cc(OC)c1OC (centres undefined) | 0.4% | -1% | 9% | / | / | / | / | 0.7% | -12% | 0% | -1.8 | 90
COc1ccc(OCC(O)CNC(C)c2ccccc2)cc1 (centres undefined) | -0.3% | -8% | -2% | / | / | / | / | 0.4% | -7% | 12% | -1.8 | 50
COc1ccccc1OCC(=O)Nc1ccc(Cl)cc1 | 6.2% | -3% | -9% | 0 | 2 | i | 7 | -0.4% | 4% | -2% | -3.8 | 91 | NS5 inhibitors pilot replicate=-5.6
O=C(NC1CC2CCC1C2)c1ccc(CN2CCOCC2)cc1 (centres undefined) | -0.1% | -11% | -5% | -2 | 7 | i | 21 | -0.5% | -5% | -4% | -4.7 | 95
CCOc1cc(N2CCOCC2)c(OCC)cc1NC(=O)CC12CC3CC(CC(C3)C1)C2 | 3.4% | 1% | 1% | -3 | -14 | i | -4 | -0.3% | -2% | -27% | 4.3 | 53
CCOc1cccc(C(=O)Nc2cccc(-c3nnc(-c4ccc(C)cc4)o3)c2)c1 | 4.4% | 2% | -3% | 1 | 4 | + | 34* | 2.9% | -8% | 14% | 12 | 70
COC(=O)C1=C2SC(C)C(=O)N2C(N)=C(C#N)C1c1cc(OC)c(OC)c(OC)c1 (centres undefined) | 4.0% | 2% | 12% | -5 | -2 | i | -5 | 5.0% | -2% | -33% | -0.4 | 39
COc1ccc(-c2[nH]nc3oc(=O)cc(C)c23)cc1 | ? | 3% | -1% | -12 | -19 | i | -10 | -0.3% | 5% | 29% | -3.4 | 89
CCOC(=O)c1c(C)[nH]c(C)c1S(=O)(=O)NC(CC)CN1CCOCC1 (centres undefined) | 0.5% | 2% | -31% | / | / | / | / | 0.2% | -16% | 3% | -0.4 | 50
CCc1nn(CC(=O)NCCCN2CCOCC2)c(=O)c2cc3sccc3n12 | -0.1% | -9% | 7% | / | / | / | / | -0.3% | -9% | 5% | 0.3 | 66
CCc1nccn1S(=O)(=O)c1ccc2ccc(C)cc2c1 | 0.0% | 1% | 5% | -5 | -12 | i | -11 | 0.6% | 0% | -2% | 1.5 | 51
Cc1cccc(OCC(=O)Nc2nnc(S(=O)(=O)N3CCC(C)CC3)s2)c1 | 2.1% | -1% | 5% | / | / | / | / | 5.4% | 2% | 7% | 1.6 | 54
O=C(NC(=S)Nc1ccccc1)c1csnn1 | 0.1% | -5% | 4% | 10 | 4 | i | -5 | 1.1% | 0% | -17% | -0.5 | 64
Cc1c(C#N)c(O)[nH]c(=O)c1N=Nc1ccc(Br)cc1C(=O)O | 5.2% | -21% | -7% | / | / | / | / | 0.1% | 1% | -1% | / | /
O=[N+]([O-])c1cccc(N=NN(CCO)c2cccc([N+](=O)[O-])c2)c1 | -0.5% | -3% | 5% | -4 | 5 | i | -2 | 3.7% | 2% | -5% | 9.1 | 54
CCOc1cccc2cc(-c3csc(NC(=O)CCC(=O)NCCN4CCCCC4C)n3)c(=O)oc12 (centres undefined) | 9.2% | -2% | 3% | 10 | 14 | i | 23 | 0.8% | -3% | -1% | 1.4 | 55
N/C(=N\c1nc(CSc2nnnn2-c2ccccc2)cc(=O)[nH]1)Nc1ccccc1 | 1.5% | / | 4% | 6 | 9 | i | 25 | / | -3% | 10% | 0.5 | 34
Cc1ccc(OCCCN2CCCC2)c(C)c1 | -1.6% | 6% | 10% | 6 | 0 | i | -4 | 1.6% | -11% | 1% | -0.3 | 42
Cc1ccc(-c2nnn(CC(=O)N(CC3CCCO3)C(C(=O)NC(C)(C)C)c3ccc(F)cc3)n2)o1 (centres undefined) | -0.8% | 0% | -10% | 21 | -6 | i | -2 | 1.8% | -3% | 8% | 0.5 | 87
C/C(=N\Nc1nc(N2CCCCC2)nc(N2CCOCC2)n1)c1cccs1 | -1.0% | -4% | -8% | -3 | -34 | i | -9 | -0.6% | -4% | -7% | 0.0 | 46
CC1(C)CC(=O)CC(=Nc2ccc3[nH]c(=O)[nH]c3c2)C1 | -0.3% | 0% | -10% | -6 | 7 | i | -12 | 6.7% | 2% | -14% | 0.7 | 53
COc1ccc(NCc2nnc(SCCN3CCCCC3)n2-c2ccc(C)cc2)cc1 | -0.3% | / | 0% | -19 | -12 | i | 2 | 1.4% | -5% | -15% | -0.5 | 77
COc1ccc2c(COC(=O)CNS(=O)(=O)c3ccc(C)c(C)c3)cc(=O)oc2c1 | -0.7% | -6% | / | / | / | / | / | 1.3%[50 µM] | / | / | 1.6 | 54
Cn1c(=O)[nH]c(=O)c2c1nc(N1CCOCC1)n2CCSc1nc2ccccc2[nH]1 | 1.9% | -5% | 6% | 0 | -29 | i | 3 | -0.4% | -2% | 13% | -0.3 | 83
COc1ccc(NC(=O)Cn2c(=O)n(Cc3ccco3)c(=O)c3ccccc32)cc1 | 1.8% | -10% | -1% | -9 | 22 | i | 0 | 0.2% | -4% | 1% | -0.2 | 77
CC(=O)c1c(O)cc(C(C)C)n(-c2ccccc2)c1=O | 1.4% | 0% | 7% | -14 | -5 | i | 1 | 0.4% | -5% | 18% | -0.2 | 58
CCOc1ccc(CCNC(=O)Cn2ccc3cc(S(=O)(=O)N4CCCC4)ccc32)cc1 | 0.1% | -1% | -16% | / | / | / | / | -0.2% | -9% | 7% | 0.3 | 72
CCN(CC)CCCNC(=S)N(CCCO)Cc1cc2cc3c(cc2[nH]c1=O)OCO3 | 1.8% | -8% | -2% | / | / | / | / | 1.5% | 1% | 6% | 0.7 | 64
Cc1sc2nc(CSCC(=O)N(CCC#N)c3ccccc3)[nH]c(=O)c2c1C | 1.6% | -11% | -7% | -12 | -6 | i | 20 | 0.0% | -2% | 26% | 0.9 | 47
NS(=O)(=O)c1ccc(N/C=C\C(=O)c2ccc3ccccc3c2)cc1 | 0.2% | 1% | 1% | 2 | -9 | i | 0 | 0.3% | -9% | 11% | 1.1 | 75
CC1CN(C(=O)CCC(=O)NCCCN2C(C)CCCC2C)c2ccccc2O1 (centres undefined) | 1.7% | 1% | -6% | / | / | / | / | 1.9% | -11% | 13% | 0.5 | 86
COc1cc(NC(=O)Nc2cc(C)on2)cc(OC)c1OC | 0.6% | 0% | -6% | / | / | / | / | -0.1% | -5% | -2% | 0.3 | 38

Pulled by compound from above, 4 records:
SMILES | RSV antiviral HEp-2 | NS5 inhibitors | GPR35 arrestin U2OS | WT yeast gro inh | WT yeast gro inh mutant strain | Autophagy HCS | Autophagy HCS cell loss 18 h | K1F lysis inhibition | LYP phosphatase | AID2073 | NTR1 ag | NTR1 ag cell count 20 µM | others
COc1ccc(NCc2nnc(SCCN3CCCCC3)n2-c2ccc(C)cc2)cc1 | -0.3% | / | 0% | -19 | -12 | i | 2 | 1.4% | -5% | -15% | -0.5 | 77
NS(=O)(=O)c1ccc(N/C=C\C(=O)c2ccc3ccccc3c2)cc1 | 0.2% | 1% | 1% | 2 | -9 | i | 0 | 0.3% | -9% | 11% | 1.1 | 75
N/C(=N\c1nc(CSc2nnnn2-c2ccccc2)cc(=O)[nH]1)Nc1ccccc1 | 1.5% | / | 4% | 6 | 9 | i | 25 | / | -3% | 10% | 0.5 | 34
CC(=O)NNc1cc(C)nc(NS(=O)(=O)c2ccc(C)cc2)n1 | 1.4% | 1% | 4% | / | / | / | / | 0.2% | -11% | 10% | 0.5 | 67 | NS5 inhibitors pilot replicate=-4.9

(cont.)
SMILES | RSV antiviral HEp-2 | NS5 inhibitors | GPR35 arrestin U2OS | WT yeast gro inh | WT yeast gro inh mutant strain | Autophagy HCS | Autophagy HCS cell loss 18 h | K1F lysis inhibition | LYP phosphatase | AID2073 | NTR1 ag | NTR1 ag cell count 20 µM | others
Cc1ccc(NC(=S)N(Cc2ccc(Cl)cc2)Cc2ccc(C(=O)O)cc2)cc1Cl | 13% | 6% | -4% | 57 | -18 | i | 4 | -0.2% | -1% | 2% | 0.4 | 43
COc1ccnc2c1c(=O)n(Cc1ccc(Cl)cc1Cl)c(=O)n2C | 2.9% | -14% | -6% | / | / | / | / | 0.2% | -9% | 13% | 0.1 | 48
CCC(=O)N1CCN(c2ccc(NC(=S)NC(=O)c3cc4ccccc4o3)cc2)CC1 | 0.9% | 0% | -7% | / | / | / | / | 0.0% | -5% | 11% | 2.3 | 37
CCCNC(=O)c1ccc2nc(-c3ccccc3)c(-c3ccccc3)nc2c1 | 1.7% | -1% | 9% | -2 | -3 | i | -29 | -1.2% | -7% | 4% | 1.7 | 69
CC(=O)Nc1ccc(N(C)S(C)(=O)=O)cc1 | 0.6% | -8% | -7% | -10 | 19 | i | -7 | 0.1% | -2% | 48% | -1.0 | 75
CC(=O)Nc1cccc(C(=O)NNC(=O)c2ccccc2-n2cccc2)c1 | 2.2% | -3% | / | / | / | / | / | 0.5%[50 µM] | / | / | -1.3 | 33
CCC(=O)N1CCN(c2cc3c(cc2F)c(=O)c(C(=O)O)cn3CC)CC1 | 0.7% | -4% | / | / | / | / | / | 1.2% | / | / | 0.0 | 50
CCN(CC)C(=O)CSc1nc2c(c(-c3cccnc3)c1C#N)CCCC2 | 1.4% | -3% | -13% | -4 | 1 | i | 6 | 1.2% | 0% | -5% | 0.7 | 78
